FBW7 activator: FBW7 E3 ligase activators, primary screen, biochemical, AlphaScreen, human | AlphaScreen FBW7–phospho-cyclin E peptide binding, activator screen | F-box/WD repeat-containing protein 7 (Homo sapiens), Q969H0 | normalized activity (activation), % at 26.1 µM | AID 1259310, 2017 | 0.13% of 650,000 active; in the data active = normalized activity above about 1.9%;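 note: purified mutant Fbw7 with reduced substrate affinity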
GPR151 activ: activators of human GPR151, primary screen, cell-based, PathHunter beta-arrestin, luminescence; G-protein coupled receptor 151 (Homo sapiens), Q8TDV0; PathHunter beta-arrestin GPR151 cells; activation, % at 11.2 µM; 1% of 650,000 active; in the data active = activation above about 4.9%;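 note: 0% = median of compound wells and 100% = cells with positive control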
Target sequence (Q8TDV0 whole entry, looked up): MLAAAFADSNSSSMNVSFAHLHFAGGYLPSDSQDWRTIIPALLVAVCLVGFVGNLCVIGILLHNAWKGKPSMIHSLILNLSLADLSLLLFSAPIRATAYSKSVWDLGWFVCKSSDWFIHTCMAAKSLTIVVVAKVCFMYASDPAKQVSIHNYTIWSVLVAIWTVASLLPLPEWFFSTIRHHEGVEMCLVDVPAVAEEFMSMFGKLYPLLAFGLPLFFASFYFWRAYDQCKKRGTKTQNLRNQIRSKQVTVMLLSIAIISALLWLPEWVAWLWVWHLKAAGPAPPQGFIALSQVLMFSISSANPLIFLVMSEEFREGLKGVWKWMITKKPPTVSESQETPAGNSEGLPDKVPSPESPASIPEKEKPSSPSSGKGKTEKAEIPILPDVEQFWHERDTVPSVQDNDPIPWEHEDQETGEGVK
TEAD-YAP block: TEAD-YAP interaction inhibition, primary screen, TEAD-YAP interaction inhibitor project, luminescence, HEK-TIYL cells. TEAD-Gal4/YAP UAS-luciferase luminescence. 1.4% of 640,000 active. inhibition, % at 9.12 µM; in the data active = inhibition above about 32%;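 note: 0% = median of test compound wells and 100% = reference inhibitor wells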
MITF primary: MITF inhibitors, primary screen, biochemical, AlphaScreen, human; Microphthalmia-associated transcription factor (Homo sapiens), O75030; AlphaScreen MITF homodimerization, bead proximity signal; inhibition, % at 2.6 µM; 0.91% of 650,000 active; AID 1259374, 2018; in the data active = inhibition above about 50%;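 note: 0% = vehicle wells with protein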
Target sequence (O75030 whole entry, looked up): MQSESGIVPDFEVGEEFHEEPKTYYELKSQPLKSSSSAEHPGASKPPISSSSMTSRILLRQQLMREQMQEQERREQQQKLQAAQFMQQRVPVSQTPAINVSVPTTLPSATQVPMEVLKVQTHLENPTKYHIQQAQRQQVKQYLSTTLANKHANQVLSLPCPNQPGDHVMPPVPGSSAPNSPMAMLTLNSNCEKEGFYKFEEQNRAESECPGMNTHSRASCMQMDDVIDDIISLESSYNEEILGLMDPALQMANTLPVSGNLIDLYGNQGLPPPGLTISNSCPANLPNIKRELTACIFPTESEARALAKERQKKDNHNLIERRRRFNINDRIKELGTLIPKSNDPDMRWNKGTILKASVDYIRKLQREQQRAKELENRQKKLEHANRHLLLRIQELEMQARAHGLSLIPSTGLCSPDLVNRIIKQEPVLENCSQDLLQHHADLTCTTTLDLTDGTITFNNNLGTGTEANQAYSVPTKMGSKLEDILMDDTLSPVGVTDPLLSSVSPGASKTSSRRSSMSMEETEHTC
An asterisk follows results filed as active. Not a hit list. About 3.4% of those tested had a hit in this group.

SMILES,FBW7 activator,GPR151 activ,TEAD-YAP block,MITF primary
CCC(Sc1nc2ccc(N3CCCCC3)cc2c(=O)n1Cc1ccccc1)C(=O)NCc1cccnc1 (configuration not stated),0.5,2.1,0,13
Nc1nc2ncc(=O)[nH]c2c(=O)[nH]1,0.3,-1.3,-22,26
O=C(CCN1C(=O)c2cccc([N+](=O)[O-])c2C1=O)Nc1cccc(C(F)(F)F)c1,-0.3,-1.1,6,2
O=C(CN1CCC(C(=O)c2ccc(Cl)cc2)CC1)NC1CCCC1,-0.1,-0.4,4,7
Cc1ccc(C(=O)Nc2cc3c4c(c2)C2CCCC2CN4CC2CCCC32)cc1 (configuration not stated),0.1,2.5,5,15
COCCNC(=O)CN(C(=O)CCC(=O)Nc1nccs1)C1CCCC1,0.1,1.2,-7,-2
CSc1nc(=O)cc(N)n1-c1ccc(Cl)cc1,-0.2,-0.9,-6,2
CC(/C=N\NC(=O)Cc1cccn1C)=C\c1ccccc1,0.0,0.9,-9,-4
Cc1onc(-c2ccccc2Cl)c1C(=O)Nc1ccc(O)c(C(=O)O)c1,0.1,-0.5,-10,-5
COc1cc(/C=C(/C#N)C(=O)NCc2ccccc2)cc(OC)c1O,0.1,-0.5,-3,-12
CCc1ccc(NC(=O)C23CC4CC(CC(C4)C2)C3)cc1,0.0,-0.8,-3,-3
CC(=O)c1ccc(-c2cc(F)cc3c2OC(CNC(=O)CN2CCCCC2)C3)s1 (configuration not stated),0.0,-0.1,7,-5
CN(c1ccc(C(=O)Nc2ccccc2C(=O)O)cc1)S(=O)(=O)c1ccccc1,-0.4,0.8,4,6
COc1ccc(C2OCC3(COC(C)=O)C(C)C=C(C)C2C3C)cc1 (configuration not stated),-0.1,1.2,0,-6
CCOC(=O)C1=C(C)N=c2s/c(=C/c3cccc([N+](=O)[O-])c3O)c(=O)n2C1c1ccc(OC)c(OC)c1 (configuration not stated),0.1,-0.9,17,3
CC(C)CN(C(=O)COC(=O)/C=C/c1ccccc1)C1CCS(=O)(=O)C1 (configuration not stated),0.0,-0.3,-2,-14
CCn1c2c(c(=O)[nH]c1=O)C(c1ccc(F)cc1)C1=C(N2)c2ccccc2C1=O (configuration not stated),0.3,-0.7,1,25
Cc1ccc(CN2CCN(Cc3cccn3-c3ccccn3)CC2CCO)cc1 (configuration not stated),0.0,1.9,-2,11
C=CCn1c(SCc2csc(C)n2)nc2sc(C)c(C)c2c1=O,-0.2,1.6,-4,-9
CCc1ccc(C2CC(c3cc(OC)c(OC)c(OC)c3)n3ncnc3N2)cc1 (configuration not stated),-0.2,0.7,-3,2

Next part (7 carried over from the part before).
SMILES,FBW7 activator,GPR151 activ,TEAD-YAP block,MITF primary
COc1ccc(C2OCC3(COC(C)=O)C(C)C=C(C)C2C3C)cc1 (configuration not stated),-0.1,1.2,0,-6
CCOC(=O)C1=C(C)N=c2s/c(=C/c3cccc([N+](=O)[O-])c3O)c(=O)n2C1c1ccc(OC)c(OC)c1 (configuration not stated),0.1,-0.9,17,3
CC(C)CN(C(=O)COC(=O)/C=C/c1ccccc1)C1CCS(=O)(=O)C1 (configuration not stated),0.0,-0.3,-2,-14
CCn1c2c(c(=O)[nH]c1=O)C(c1ccc(F)cc1)C1=C(N2)c2ccccc2C1=O (configuration not stated),0.3,-0.7,1,25
Cc1ccc(CN2CCN(Cc3cccn3-c3ccccn3)CC2CCO)cc1 (configuration not stated),0.0,1.9,-2,11
C=CCn1c(SCc2csc(C)n2)nc2sc(C)c(C)c2c1=O,-0.2,1.6,-4,-9
CCc1ccc(C2CC(c3cc(OC)c(OC)c(OC)c3)n3ncnc3N2)cc1 (configuration not stated),-0.2,0.7,-3,2
CN(C)c1ccc(C2C(C(=O)c3cc4ccccc4o3)=C(O)C(=O)N2CCCN2CCOCC2)cc1 (configuration not stated),0.0,-1.3,1,-6
CC1(C)Cc2cccc(OCC(=O)Nc3cccc4ccc(-n5ccnc5)nc34)c2O1,0.4,2.9,7,11
Cn1c(SCC(=O)NC2CCCC2)nnc1-c1ccncc1,-0.1,-1.4,-2,-7
CCSc1ccccc1C(=O)Nc1cccc2ccc(-n3ccnc3)nc12,-0.1,-0.5,0,-6
CCn1nnc(NC(=S)NC(=O)c2ccc(C)cc2)n1,-0.2,1.0,-22,-5
Cc1ccc(CCN2CC(C(=O)NCCc3ccccc3)CC2=O)cc1 (configuration not stated),0.8,-1.0,6,5
CC(=O)N/N=C(/C)C1=C(C)C(C)(C)OC1=O,0.2,0.7,-1,-21
Cc1ccc(CN2CCC(C(=O)N3CCN(c4ccccc4)CC3)CC2)o1,0.3,-1.8,0,37
COc1cc(-c2nc(C=Nc3ccc4ccccc4c3)c(O)o2)cc(OC)c1OC,1.1,-0.2,-7,-10
COc1ccc(NC(C)C(=O)N/N=C/c2ccccc2Cl)cc1 (configuration not stated),0.2,7.3*,6,17
CCc1ccc(-c2cn(-c3ccccc3OC)c(=S)[nH]2)cc1,-0.1,0.8,-5,11
C=CCNC(CC(=O)Nc1ccc(O)cc1)C(=O)O (configuration not stated),0.0,-0.5,9,20
Oc1ccc(-c2nccnc2NCc2ccco2)cc1,-0.2,-0.8,4,-1
CCOC(=O)CSc1nc(C)cc(=O)[nH]1,0.1,-1.4,-2,15
COc1ccccc1NC(=O)c1sc2nc(C)cc(C)c2c1N,0.6,0.1,-4,4
CC(C)Oc1ccc(Nc2ncnc3ccccc23)cc1,0.1,-1.2,-77,11
COc1ccc(-c2c(C)n([O-])c(C)c(-c3ccc(OC)cc3)[n+]2=O)cc1,0.3,0.6,-3,-9
Cn1nc(-c2ccc(C(F)(F)F)cc2)nc2c(=O)n(C)c(=O)nc1-2,-0.3,-7.9,-4,-2
COc1ccc(C2C3=C(CC(C)(C)CC3=O)NC3=C2C(=O)CC(C)(C)C3)cc1O,-0.1,1.2,2,-4
CCc1ccc(C2CC(=O)NC3=C2C(=O)CC(c2ccc(F)cc2)C3)cc1 (configuration not stated),-0.1,-0.5,5,8
O=C(NC1CC1)c1ccc2nc(N3CCc4ccccc4C3)sc2c1,0.1,-0.5,-28,4
COc1ccc(CCN2C(=O)C3C(C(=O)Nc4ccc(C)c(Cl)c4)C4C=CC3(O4)C2C(=O)NC2CCCC(C)C2C)cc1OC (configuration not stated),0.1,0.0,8,-19
O=C1OC(c2ccc([N+](=O)[O-])cc2Cl)=N/C1=C\c1ccc(Cl)cc1,-0.1,1.4,-5,-8
COc1cc(NC(=O)CN(C)S(=O)(=O)c2ccc3ccccc3c2)cc(OC)c1,0.0,0.2,5,-20
CC(=O)N1c2ccccc2NC2=C(C(=O)CCC2)C1c1ccc(Cl)cc1 (configuration not stated),0.0,-1.0,8,9
O=C(NCCN1CCOCC1)c1cncc(-c2ccc(N3CCOCC3)nc2)c1,0.1,-0.6,4,-7
COc1ccc(OC)c(S(=O)(=O)N2CCC(C(=O)N3CCC(C(N)=O)CC3)CC2)c1,0.1,0.8,-8,1
Nc1nonc1-c1noc(-c2ccc([N+](=O)[O-])cc2Cl)n1,-0.1,1.4,4,-1
COc1ccccc1OCCCOc1ccc(F)cc1,0.0,0.5,-39,-10
CCCCNC(=O)Cn1cnc2scc(-c3ccccc3)c2c1=O,-0.1,-0.7,2,7
Cc1ccc(/C=C/C(=O)c2ccccc2)o1,0.0,-1.5,2,19
COc1ccc(C(=O)Nc2c3c(nc4c2CCC4)CCCC3)cc1OC,0.0,1.2,-7,1
CC(C)OC(=O)c1ccc(S(=O)(=O)c2ccccc2)cc1S(N)(=O)=O,0.0,-0.4,-3,10
CCOC(=O)C1CCN(C(=O)COc2ccc(Br)cc2)CC1,0.1,2.0,15,-1
COc1ccccc1NC(=O)c1cc2c(CO)cnc(C)c2oc1=Nc1ccccc1,0.7,-1.3,16,11
Cc1cc(N2CCN(CCOc3ccc(Cl)cc3)CC2)n2c(nc3ccccc32)c1C#N,-0.1,0.7,9,2
COc1ccc(-c2nc(NC(=O)CCC(=O)c3ccccc3)sc2C)cc1,0.0,-0.4,4,-4
CC(C)OC(=O)Nc1ccc2c(c1)N(C(=O)CCN1CCOCC1)c1ccccc1CC2,-0.1,1.5,1,8
Nc1nc2c(c(Nc3ccccc3)n1)C(=O)CC(c1ccccc1)C2 (configuration not stated),0.1,0.9,-6,1
Cc1c(C(=O)NC(=S)Nc2ccc(N3CCCCC3)c(Cl)c2)oc2ccccc12,-0.1,0.9,7,-6
O=C(Nc1nncs1)c1cccc(F)c1,0.0,-1.1,-5,-5
CCc1nnc(NC(=O)CSc2ncccc2-c2nc3ccccc3[nH]2)s1,-0.2,3.3,2,10
COc1cc(S(=O)(=O)N2c3ccccc3CC2C)ccc1Br (configuration not stated),-0.2,0.2,-4,4
O=C(Nc1ccccc1)c1cccc(-c2csc3ccccc23)c1,-0.1,-1.3,6,5
O=C(CCSc1nccn1Cc1ccccc1)N1CCCCC1,0.0,1.3,-45,-4
O=S(=O)(c1ccc(Nc2nc3ccccc3n3nnnc23)cc1)N1CCOCC1,-0.2,5.1*,-19,4
CCOc1ccc(C(=S)N2CCOCC2)cc1OCC,-0.3,1.4,-7,-37
Cc1ccc(N2CCN(C(=O)c3ccccc3)CC2)c(C)c1,0.8,-0.4,-2,16
COc1ccc(C(=O)NCc2nnc(SCC(=O)c3ccccc3)n2C)cc1,0.1,6.5*,-6,13
CN(Cc1ccccc1)S(=O)(=O)c1cc(C(=O)Nc2ccc(F)c(F)c2)ccc1F,0.0,4.4,44*,-6
OCCN1CCOc2ccc(C(O)C3CCCCC3)cc2C1 (configuration not stated),-0.1,-0.8,-6,21
CCc1ccc(NC(=O)CSC2=C(C#N)C3(CCCCC3)C(C#N)C(=O)N2)cc1 (configuration not stated),0.0,-1.1,-1,4
O=C(NCc1cccc(C(F)(F)F)c1)c1csc(N2CCN(Cc3ccc4c(c3)OCO4)CC2)n1,0.3,1.8,11,14
Cc1ccc2nc3c(cc2c1)C(O)NC(=O)C1CC(O)CN31 (configuration not stated),0.3,0.6,5,3
O=C(COC(=O)c1ccccn1)Nc1ccc(OC(F)F)cc1,-0.3,-1.7,-7,9
CC(=O)c1ccc(NC(=O)CSc2nnc3[nH]c(=O)cc(-c4ccccc4)n23)cc1,0.1,-0.9,19,3
CCCN(CCC)S(=O)(=O)c1ccc(F)c(C(=O)Nc2cccc(OC)c2)c1,0.3,1.0,17,1
O=S(=O)(c1ccc(Cl)cc1)N(Cc1ccco1)CC1CCCO1 (configuration not stated),-0.1,-0.8,1,-6
Cc1cccc2sc(=NC(=O)c3ccc(S(=O)(=O)N4CCOCC4)cc3)n(C)c12,0.1,1.2,3,-19
Cc1ccc(/C=N/NC(=O)COc2ccc(Cl)cc2[N+](=O)[O-])s1,-0.1,1.8,6,16

Other compounds follow.
SMILES,FBW7 activator,GPR151 activ,TEAD-YAP block,MITF primary
CN(C)CCCNC(=O)C(=O)Nc1ccc2c(c1)OCO2,0.1,-0.8,10,4
Cc1ccc(S(=O)(=O)N2CCCC2CNC(=O)c2ccc(F)cc2)cc1 (configuration not stated),0.7,-1.5,4,11
O=C(Nc1ccccc1F)c1nn(-c2ccc(Cl)cc2)c(=O)c2ccccc12,-0.1,-1.1,1,-4
CCn1nc(C)c(CNC(=O)CN2Cc3ccccc3OC(c3ccsc3)C2)c1C (configuration not stated),0.0,-0.3,19,-1
CN1CCN(C(=O)c2ccc(-c3nc(NCc4nc5ccccc5[nH]4)c4ncn(-c5ccsc5)c4n3)cc2)CC1,0.3,-1.1,59*,-6
CCCC1(C(=O)OC)NC(c2ccc(Cl)cc2)C2C(=O)N(C)C(=O)C21 (configuration not stated),0.1,-0.9,12,-1
CC(C)N(C(C)C)S(=O)(=O)c1ccc(N)cc1,-0.3,1.2,-4,-7
O=C1NCCN(Cc2cccnc2)C1CC(=O)N1CCCCC1 (configuration not stated),-0.1,-0.8,-3,7
CC(=O)Nc1ccc(NC(=S)NC(=O)COc2ccc(C)cc2)cc1,-0.1,0.6,-26,-4
O=CN1CCCN(C(=O)CCC2(Cc3ccc(-c4ccccc4)cc3)CCC(=O)N2)CC1 (configuration not stated),0.1,-0.2,-3,7
Cc1c(NS(=O)(=O)c2cccc([N+](=O)[O-])c2)c(=O)n(-c2ccccc2)n1C,0.1,0.3,6,-2
COc1ccc(-n2nc3ccc(NC(=O)c4ccc(Cl)cc4Cl)cc3n2)cc1,0.0,1.3,-13,0
COCCNC(=S)NNC(=O)CSCc1ccccc1Br,2.8*,1.5,1,21
CC(=O)c1ccc(NC(=O)C(C)O/N=C(\N)c2ccccc2)cc1 (configuration not stated),0.2,1.3,12,-13
O=C(COc1ccc(Cl)cc1)Nc1cccnc1,0.0,-0.1,-8,5
CC(C)CN(C(=O)COC(=O)/C=C/c1ccc2c(c1)OCO2)C1CCS(=O)(=O)C1 (configuration not stated),0.4,-1.4,3,6

Screens (PubChem)
